Bioassay records (PubChem BioAssay)
KDM5B inhibitor – Primary screen for KDM5B Histone Demethylases FDH-coupled qHTS; KDM5B demethylase, FDH-coupled NADH fluorescence (FDH is formaldehyde dehydrogenase); AID 1347165, 2019; Potency, µM (highest dose often 57.7 µM), for the others: at the highest dose activity change, negative = inhibition, hits mostly inhibitors; hit rate 2.6% among 220,000; active = well fitted inhibition curve with a large enough effect; inconclusive = small, poorly fitted or top-dose-only effect; inactive = no such curve, though single readings can be large or run the other way; note: 0% is about no effect; nearly all actives have a fitted effect of over 70% in size
Target sequence (Q9UGL1 whole entry, looked up): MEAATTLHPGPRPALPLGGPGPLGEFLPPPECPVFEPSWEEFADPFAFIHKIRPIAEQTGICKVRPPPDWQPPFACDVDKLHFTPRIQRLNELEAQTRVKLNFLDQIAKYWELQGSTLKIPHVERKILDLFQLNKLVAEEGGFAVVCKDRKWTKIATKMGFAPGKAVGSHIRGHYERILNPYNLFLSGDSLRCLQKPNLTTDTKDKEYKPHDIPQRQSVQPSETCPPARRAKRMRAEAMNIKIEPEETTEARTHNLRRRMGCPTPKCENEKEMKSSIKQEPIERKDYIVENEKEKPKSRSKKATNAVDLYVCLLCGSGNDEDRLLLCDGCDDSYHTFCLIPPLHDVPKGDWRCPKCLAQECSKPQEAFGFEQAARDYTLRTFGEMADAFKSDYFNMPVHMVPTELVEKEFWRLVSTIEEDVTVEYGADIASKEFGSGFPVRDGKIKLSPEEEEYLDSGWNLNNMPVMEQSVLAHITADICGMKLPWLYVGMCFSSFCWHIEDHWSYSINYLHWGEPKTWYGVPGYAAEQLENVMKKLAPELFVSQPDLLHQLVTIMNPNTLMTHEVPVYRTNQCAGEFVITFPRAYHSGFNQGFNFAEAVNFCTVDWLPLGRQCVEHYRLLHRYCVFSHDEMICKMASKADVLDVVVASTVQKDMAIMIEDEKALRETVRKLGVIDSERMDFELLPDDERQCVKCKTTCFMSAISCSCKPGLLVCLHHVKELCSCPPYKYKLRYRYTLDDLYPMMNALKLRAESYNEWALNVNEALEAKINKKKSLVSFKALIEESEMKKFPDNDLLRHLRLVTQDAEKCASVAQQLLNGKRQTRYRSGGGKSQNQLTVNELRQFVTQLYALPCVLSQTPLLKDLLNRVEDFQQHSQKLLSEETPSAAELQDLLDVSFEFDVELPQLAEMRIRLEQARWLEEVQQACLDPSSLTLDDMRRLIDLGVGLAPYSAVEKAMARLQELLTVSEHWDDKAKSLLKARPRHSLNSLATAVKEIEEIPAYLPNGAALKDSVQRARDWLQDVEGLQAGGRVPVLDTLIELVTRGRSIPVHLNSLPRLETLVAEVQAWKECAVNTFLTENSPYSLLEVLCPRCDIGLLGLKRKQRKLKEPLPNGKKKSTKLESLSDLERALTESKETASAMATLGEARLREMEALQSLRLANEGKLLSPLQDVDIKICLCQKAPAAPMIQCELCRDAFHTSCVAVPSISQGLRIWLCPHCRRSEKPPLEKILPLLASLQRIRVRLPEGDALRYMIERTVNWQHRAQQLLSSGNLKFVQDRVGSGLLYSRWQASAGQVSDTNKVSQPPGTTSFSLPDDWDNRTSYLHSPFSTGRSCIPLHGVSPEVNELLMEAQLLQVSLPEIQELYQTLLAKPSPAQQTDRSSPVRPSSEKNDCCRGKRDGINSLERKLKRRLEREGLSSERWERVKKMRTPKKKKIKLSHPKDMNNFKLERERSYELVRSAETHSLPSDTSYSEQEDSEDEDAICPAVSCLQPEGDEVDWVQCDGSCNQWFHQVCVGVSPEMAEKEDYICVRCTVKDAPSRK
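Compound dilutions met 200 nM (final) KDM5BΔAP for 10 min at room temperature before substrate addition. The substrate mix held 12.5 µM H3K4me3 with cofactors 25 µM α-ketoglutarate and 50 µM Fe²⁺. NADH signal gain over 30 min defined activity.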
* hit, by the source's call; u = inconclusive; [ ] = dose if it differs, or a comment. Potency is the fitted concentration of half-maximal effect.

structure	KDM5B inhibitor
O=C(Nc1cc(=O)[nH]c2ncnn12)c1ccccc1F	-3%
CCN(CC)S(=O)(=O)c1ccc(CNC(=O)c2ccccc2OCc2cn3ccccc3n2)cc1	5%
NS(=O)(=O)c1ccc(N/N=C/c2ccc(Cl)c(Cl)c2)c([N+](=O)[O-])c1	21%
Cc1cccc(CN2CCCN(Cc3ccncc3)C(c3ccccc3)CC(=O)NCC2)c1 (centres undefined)	u
Cc1ccc(C)c(NC(=O)N2c3ccccc3CC2c2nc(C3CC3)no2)c1 (centres undefined)	-34%
COc1cc(CNC(=O)c2ccc3nc(CCc4ccccc4)oc3c2)cc(OC)c1OC	u
O=C(O)C(Cc1c[nH]c2ccccc12)NCc1ccccc1 (centres undefined)	u
CCOC(=O)C1=C(C)N(Cc2ccc(C(=O)N3CCCCC3)cc2)C(=O)CC1c1cccc(C)c1 (centres undefined)	18%
COc1cccc(CNC(=O)c2ccc3c(c2)sc2nc(-c4cccc(OC)c4)cn23)c1	u
COc1ccc(N2CCN(C(=O)CCn3nc(C)c(S(=O)(=O)N4CCCC4)c3C)CC2)cc1	-8%
COc1ccc(CCNC(=O)c2cc3c(=O)n4cccc(C)c4nc3n2C)cc1	u
Cc1ccc(Nc2cc(C(=O)N3CCOCC3)c3ccccc3n2)cc1C	-1%
Cc1cc(C)c(NC(=O)Cn2c(=O)oc3cc(S(=O)(=O)N4CCCCCC4)ccc32)c(C)c1	-15%
CC(=O)Nc1ccc(S(=O)(=O)NCC2CCC(C(=O)N3CC(C)CC(C)C3)CC2)cc1 (centres undefined)	27%
Cc1ccc(C(=O)c2cn(CC(=O)NCc3ccccc3)c3nc(C)ccc3c2=O)cc1	3%
NC(=O)Cn1cnc2c(oc3nc(C4CCCCC4)c4c(c32)CCC4)c1=O	-6%
CCCCCCN(CCC(=O)NCc1ccco1)C(=O)c1ccoc1	u
Clc1ccccc1N/N=C/c1cccc(/C=N/Nc2ccccc2Cl)c1	-25%
CC(=O)c1cccc(NC(=O)C(C)N(C)Cc2ccccc2N2CCCCC2)c1 (centres undefined)	3%
CC1CCC(NC(=O)C2(C)Cc3ccccc3C(=O)N2Cc2ccccc2Cl)CC1 (centres undefined)	u
Cc1ccccc1CN1C(=O)c2ccccc2S(=O)c2ccc(C(=O)NC3CCC(C)CC3)cc21 (centres undefined)	1%
O=C1COc2ccc(-c3cc4ccccc4o3)nc2CN1CCOc1ccccc1	u
O=c1oc2ccccc2c2c1C(O)CO2 (centres undefined)	-2%
COc1cc(C2CC(=O)N(CC(=O)Nc3ccccc3F)c3ccccc3S2)cc(OC)c1OC (centres undefined)	u
CCNc1nccc(N2CCC(CC(=O)N(CC)CC)CC2)n1	-25%
Cc1ccc(C2(O)CCN(C(=O)CCC3NC(=O)NC3=O)CC2)nc1 (centres undefined)	11%
Cc1nc([C@H]2CCN(Cc3ccccc3)C[C@H]2NC(=O)C2CCOCC2)n[nH]1	6%
Cc1ccc2sc(N3CCN(C(=O)CCS(=O)(=O)c4ccc(Cl)cc4)CC3)nc2c1C	-16%
CC(=O)NCCc1ncc(C)n1C1CCCCCCC1	-6%
O=C(NCCC1=CCCCC1)c1noc(-c2ccc[nH]c2=O)n1	32µM*
CCN(CC)CCNC(=O)c1nc2c3c4c(sc3nc(C)n2n1)CCC4	u
Cc1ccc(NC(=O)CSc2nc3ccccc3nc2Cc2ccccc2)c(Cl)c1	3%
Clc1ccccc1-c1noc(-c2nc(-c3ccncc3)no2)n1	14%
COc1ccc(C(=O)N2CCC(n3cc(-c4nc(C(C)C)no4)nn3)CC2)cc1F	4%
O=C(C[C@@H]1O[C@H](CNC(=O)C2CC2)[C@@H](O)[C@H]1O)Nc1ccccc1	34%[86.2 µM]
Cc1ccc(C(=O)NC(Nc2ccc(C)c(C)c2)C(Cl)(Cl)Cl)cc1 (centres undefined)	0%
O=C(/C=C/c1ccc(-c2ccc(Cl)cc2Cl)o1)c1ccc(Br)cc1	-17%
COc1cccc(O)c1C(=O)NC1CC(c2nnc(Cn3cccn3)n2C)C1 (centres undefined)	11%
COCCNc1nc2c([S+](=O)([O-])c3ccc(Cl)cc3)nnn2c2ccccc12	u
Cc1noc(C)c1C(=O)N1CCC(N2C(=O)C3(CCCC3)C2c2ccccc2)CC1 (centres undefined)	7%
Cc1ccc2c(c1)c1c(c(=O)n(Cc3ccccc3)c(=O)n1CC(=O)Nc1ccccc1F)n2C	u
O=C(CC1CCCCC1)N1CCC2(CC1)NC(=O)N(c1ccccc1)N2	-21%
NC(=O)CCNC(=O)C1=C[C@@H](NC(=O)NC2CCCCC2)[C@@H](O)[C@H](O)C1	-4%[86.2 µM]
CCn1nccc1C(=O)N1CCC(OCC2CC2)C1 (centres undefined)	-11%
CCc1ccc(Nc2nc3ccccc3c3nnc(C)n23)cc1	u
CCCc1cc(=O)[nH]c(SCc2nc(-c3ccc(C)cc3)no2)n1	-29%
CCc1noc(-c2cn(C3CCN(C(=O)c4ccco4)C3)nn2)n1 (centres undefined)	-11%
COc1cc(NC(=O)N2CCC(CN3CCc4ccccc4C3)CC2)cc(OC)c1	-20%
O=C(NCCCc1nc2ccccc2n1Cc1ccccc1)C1CCCCC1	u
COc1ccc(NC(=O)CSc2nc(N3CCOCC3)c3c(c2C#N)CCCC3)c(OC)c1	10%

Look-ups from above.
KDM5B inhibitor result of O=C(NCCC1=CCCCC1)c1noc(-c2ccc[nH]c2=O)n1 : 32µM*
KDM5B inhibitor result of CCc1noc(-c2cn(C3CCN(C(=O)c4ccco4)C3)nn2)n1 (centres undefined) : -11%
KDM5B inhibitor result of CC(=O)NCCc1ncc(C)n1C1CCCCCCC1 : -6%
KDM5B inhibitor result of Clc1ccccc1-c1noc(-c2nc(-c3ccncc3)no2)n1 : 14%
KDM5B inhibitor result of Cc1nc([C@H]2CCN(Cc3ccccc3)C[C@H]2NC(=O)C2CCOCC2)n[nH]1 : 6%
KDM5B inhibitor result of CCn1nccc1C(=O)N1CCC(OCC2CC2)C1 (centres undefined) : -11%

Other records follow:
structure	KDM5B inhibitor
O=c1oc2ccccc2c(NC2CCCC2)c1NS(=O)(=O)c1ccccc1	21%
CCCSc1oc(-c2ccco2)nc1S(=O)(=O)c1ccc(Cl)cc1	u
Cc1ccccc1-c1nnc2sc(NC(=O)c3ccc(F)cc3)nn12	7%
COc1ccccc1NC(=O)CSc1ccc2nnc(CCNC(=O)c3ccccc3)n2n1	17%
CC(=O)c1cc2c(cc1NC(=O)Cn1c(Nc3cccc(F)c3)nc(C)cc1=O)OCO2	-8%
O=C(NCC1CCOCC1)c1ccc2nc(Cc3cccc(Cl)c3)oc2c1	1%
CS(=O)(=O)N1CCOC[C@H](Oc2ccc(C(F)(F)F)cc2)C1	7%[86.2 µM]
Cc1nc(CN2C[C@H](C(=O)Nc3cccc(Cl)c3)C[C@@H]2c2ccc(F)cc2)cs1	u
Cc1ccc(C)c(N2CCN(C(=O)Cc3c(C(=O)O)c(C)cn3C)CC2)c1	-3%
CC(C)COc1cc(=O)n2c(c1C(=O)NCC1CC1)CCCCC2	11%
CCN(C(=O)CN1C(=O)c2ccccc2Sc2ccc(C(=O)OC)cc21)c1cccc(C)c1	6%
Cc1cc(C)cc(-c2ccc(CN3CC4CCC(C3)N4c3ccc(C(F)(F)F)cc3)cc2)c1	-12%[115 µM]
O=C1Nc2ccccc2CC12CCN([S+](=O)([O-])c1cccs1)C2 (centres undefined)	-7%
CCn1ncc(N2CCCC(CC(=O)N3CCCCCC3)C2)cc1=O (centres undefined)	-14%
O=S(CCN1CCC(n2cccc2)CC1)c1ccccc1 (centres undefined)	15%
O=C(c1nccnc1C(=O)N1CCC2(CCCNC2)C1)N1CCCCC1 (centres undefined)	9%
O=C(Nc1ccc2oc(-c3ccc(F)cc3)cc(=O)c2c1)c1cccs1	1%
CCOC(=O)C1CCN(C(=O)c2ccc(C)c(NC(=O)c3nsc4ccccc34)c2)CC1	-4%
O=C(CCc1ccccc1)N1CCC2OCCN(Cc3ccccc3F)C(=O)C2C1 (centres undefined)	-9%[86.2 µM]
Cc1cccc(N2CCN(C(=O)C3CCN(C(=O)c4cc5sccc5n4C)CC3)CC2)c1C	-8%
COc1cc(OC)c(C2=CCN(C(=O)COc3ccc(C)cc3Br)CC2)c(OC)c1	18%
CCN1C(=O)C2(CCN(S(=O)(=O)c3ccc4c(c3)CCC4)CC2)c2ccccc21	32%
CCOC(=O)C1CCCN(C(=O)c2cc(S(=O)(=O)Nc3ccccc3OC)ccc2C)C1 (centres undefined)	38%
Cc1ccc(-c2nc(N3CCN(c4ccccc4Cl)CC3)c3ccccc3n2)cc1	-9%
O=C(c1cnccn1)N1CCOC[C@H](Oc2cccnc2)C1	4%[86.2 µM]
Cc1cc(-c2nc(C)c(C(=O)NNS(=O)(=O)c3ccc(Cl)cc3Cl)s2)no1	-9%
COc1ccc(Nc2nc(NCCO)c3nccnc3n2)cc1	15%
CCCNC(=O)Cn1cccc1-c1nc(-c2ccc(F)c(Br)c2)no1	-17%
c1ccc(CN2CCCCC2c2nc(CCOCC3CCCC3)no2)nc1 (centres undefined)	u
CCCCc1ccc(Nc2nnc(SCC(=O)NC(C)C)s2)cc1	-1%
COc1cc(Cl)c(C)cc1NC(=O)CCn1c(=O)c2cccn2c2cccnc21	-4%
CN1C[C@@H](NC(=O)c2cnccn2)C[C@H]1c1nc(-c2ccc(OC(F)(F)F)cc2)no1	-19%[86.2 µM]
COc1ccc(CNC(=O)c2c[nH]c3ncccc23)cc1OC	-23%[86.2 µM]
O=C(c1ccc2c(c1)OCO2)N1CCN2C(=O)NC[C@H]2C1	-21%[115 µM]
CCCc1nnc(NC(=O)Nc2ccc(F)cc2)s1	-10%
CN1CC(=O)N2CCN(S(=O)(=O)c3ccc(F)cc3F)CC2C1=O (centres undefined)	-6%
COc1ccc(Cc2nc3c4cnn(-c5ccccc5Br)c4ncn3n2)cc1	9%
Cc1cc(C2CC(=O)Nc3ccccc3S2)c(C)s1 (centres undefined)	-21%
CC(C)CCn1nc(C(=O)OCC#N)c2ccccc2c1=O	12%
COC(=O)C(C)(NC(=O)CCC(=O)c1ccccc1)c1ccccc1 (centres undefined)	9%
Cc1ccc(C)c(OCC(=O)c2ccc3c(c2)N(CCCC(=O)NC2CCCCC2)C(=O)CO3)c1	-11%
NC(=O)CNS(=O)(=O)c1cccc(C(=O)O)c1	15%
O=C1N(c2ccccc2)C[C@H]2CN(Cc3ccccc3)CCN12	-9%[86.2 µM]
O=C(Nc1ccc(F)cc1F)c1ccc2c(Cl)c3c(nc2c1)CCCC3	2%
CCc1ccc(NC(=O)Cc2nc(-c3c(N)n(C)c(=O)n(C)c3=O)cs2)cc1	-10%
NC(N)=N/N=C/c1c(Cl)cccc1Cl	-9%
Cn1cnc2cc(C(=O)N3CCNCC(C(=O)O)C3)ccc21 (centres undefined)	-4%
O=C1CCN(S(=O)(=O)c2ccccc2)CCCN(C(=O)C2CCC2)CCN1	12%
Cc1oc2cc(OCC(=O)N3CCC(C(=O)O)CC3)ccc2c(=O)c1-c1ccc(Cl)cc1	12%
CCc1c(C)nc2nncn2c1Nc1ccc(C(C)C)cc1	-10%

Further entries follow:
structure	KDM5B inhibitor
O=C(NCCN1CCOCC1)c1cc(-c2ccc(-c3ccccc3)cc2)nc2ccccc12	u
COC(=O)C1=C(CS(=O)(=O)c2cc(Cl)ccc2OC)NC(=O)NC1c1ccccc1 (centres undefined)	-19%
COc1ccc(C(=O)/C=C/c2ccc(SC)cc2)cc1	-9%
CNC(=O)[C@H]1C[C@H](Oc2ccccc2)CN1C(=O)Nc1ccc(OC)cc1	-13%
COc1ccc(C(=O)/C=C/c2ccccc2F)c(OC(=O)c2ccccc2C)c1	-6%
Cc1nn(-c2ccc3nnc(C)n3n2)c2c1C(c1cccc(OC(F)F)c1)CC(=O)N2 (centres undefined)	8%
CN(CCCNC(=O)c1nc2ccccc2c(=O)[nH]1)C(=O)c1ccc(Br)cc1	5%
CC(C)N1CCN(C(=O)CN2CC3CC(C2)[C@H]2CCCC(=O)N2C3)CC1 (some centres undefined)	-4%
Cc1ccc2[nH]c(=O)c(CN(C)S(=O)(=O)c3ccc(Cl)cc3)cc2c1	1%
Cc1ccsc1C(=O)NC1CCN(c2cnn(CC3CC3)c(=O)c2)CC1	-32%
COc1ccc(C(=O)N2CCN(C(=O)COc3ccccc3)CC2)cc1OC	9%
CCn1nc(C)cc1C(=O)N1C[C@@H](CN2CCN(C)CC2)[C@@H](CO)C1	18%
Cc1cc(C)cc(NC(=O)N(C)CC2CCOCC2)c1	-5%
Cc1cccc(C(=O)N2CCC3(CC2)OCC(C(=O)N2CCOCC2)N3C(=O)c2ccc(F)cc2)c1 (centres undefined)	13%
COc1cccc(-c2cnc([C@@H]3COCCN3C3CCOCC3)[nH]2)c1	-16%[86.2 µM]
Cc1noc([C@@H]2CN(Cc3ccc(OC(C)C)cc3)C[C@H]2CO)n1	-24%

Arranged by the number under KDM5B inhibitor (descending): 4 from the list above
structure	KDM5B inhibitor
CCn1nc(C)cc1C(=O)N1C[C@@H](CN2CCN(C)CC2)[C@@H](CO)C1	18%
COc1ccc(C(=O)N2CCN(C(=O)COc3ccccc3)CC2)cc1OC	9%
COc1ccc(C(=O)/C=C/c2ccc(SC)cc2)cc1	-9%
COC(=O)C1=C(CS(=O)(=O)c2cc(Cl)ccc2OC)NC(=O)NC1c1ccccc1 (centres undefined)	-19%

Only part of the results is shown (hit frequency here may not be typical).
